rTrxR1 inhibitor: blocks rat thioredoxin reductase 1. O89049. recombinant rTrxR1, NADPH fluorescence consumption, selenite substrate. Potency, µM (doses to about 114 µM), inactives show top-dose activity change, negative = inhibition, hits mostly inhibitors. 390,000 compounds, 1% hits; note: potency is the fitted concentration of half-maximal effect; % is set by controls: 0 for no effect and ±100 for the full control effect; nearly all actives have a fitted effect of over 65% in size
Target sequence (O89049 whole entry, looked up): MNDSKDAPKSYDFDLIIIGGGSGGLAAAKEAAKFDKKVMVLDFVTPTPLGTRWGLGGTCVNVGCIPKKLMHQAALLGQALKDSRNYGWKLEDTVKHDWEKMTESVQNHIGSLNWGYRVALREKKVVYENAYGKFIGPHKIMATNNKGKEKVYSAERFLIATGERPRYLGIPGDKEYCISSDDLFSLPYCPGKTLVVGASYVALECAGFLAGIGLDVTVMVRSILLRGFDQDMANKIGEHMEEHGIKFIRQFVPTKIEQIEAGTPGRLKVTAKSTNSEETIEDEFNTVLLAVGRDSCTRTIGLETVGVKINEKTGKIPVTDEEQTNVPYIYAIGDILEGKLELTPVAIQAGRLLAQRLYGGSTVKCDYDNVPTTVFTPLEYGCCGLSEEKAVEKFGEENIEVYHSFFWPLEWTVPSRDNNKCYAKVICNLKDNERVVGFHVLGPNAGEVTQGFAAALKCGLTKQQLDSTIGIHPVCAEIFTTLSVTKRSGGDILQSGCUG
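Rat TrxR1 (90 nM in the dispensed reagent) was pre-reduced with 400 uM NADPH for 5 min at room temperature, then incubated with compound for 15 min. After 400 uM selenite was added, NADPH fluorescence (Ex 340/Em 450 nm) was followed for 8 min.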
LDHA inh: blocks human lactate dehydrogenase A; P00338; purified LDHA, NADH/diaphorase-resazurin fluorescence; stronger effect = lower value; activity change, % (values are at about 110 or 230 µM); 480,000 compounds, 0.15% hits; AID 1347041; in the data active = activity change below about -30%; inconclusive = mostly about -25% to -30%;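 note: plate controls were DMSO wells for no effect and wells without enzyme for full effect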
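LDH5 2 nM; NADH 0.06 mM, pyruvate 0.2 mM; 200 mM Tris pH 7.4, EDTA, Tween-20; 5 min RT. Detection: diaphorase 0.133 mg/mL + resazurin 37 µM, fluorescence ex540/em590 at 0 and 20 min; normalized to enzyme-free and DMSO wells.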
GRP78 ERSR act: induces the endoplasmic reticulum stress response in human glioma cells. U87-MG GRP78 promoter luciferase reporter, 16 h. Potency, µM, for inactives: at the highest dose activation, usual class: activators. 420,000 compounds, 0.02% hits; note: potency is the fitted concentration of half-maximal effect; series mostly up to about 76 µM; % of control where 0% means no effect; nearly all actives have a fitted effect of over 35% in size
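Stably transfected U87-MG human glioma cells carrying a GRP78-based luminescent sensor were seeded at 1000 cells/well, pin-dosed with compounds and incubated 16 h. Luciferase reagent was then added, and end-point luminescence was read after 10 min at room temperature.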
RGS4 inhibitor: inhibitors of human regulator of G protein signaling 4; P49798; Transcreener GDP fluorescence polarization, RGS4-accelerated GTP hydrolysis; Potency, µM (doses to about 114 µM), without a hit: at the top dose activity change, negative = inhibition, most hits filed as inhibitors; 390,000 compounds, 0.039% hits; AID 504845; note: potency is the fitted concentration of half-maximal effect; % is set by controls: 0 for no effect and ±100 for the full control effect; nearly all actives have a fitted effect of over 75% in size; some results filed as inactive show a strong effect at the top dose
Target sequence (P49798 whole entry, looked up): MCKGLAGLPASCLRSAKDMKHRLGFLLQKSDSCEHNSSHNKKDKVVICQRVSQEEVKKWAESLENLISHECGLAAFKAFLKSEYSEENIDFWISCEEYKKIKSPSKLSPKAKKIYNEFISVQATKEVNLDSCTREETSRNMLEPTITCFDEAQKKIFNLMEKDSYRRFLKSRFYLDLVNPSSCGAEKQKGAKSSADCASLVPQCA
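MLSMR compounds (23 nl, pin-transferred) preincubated 10 min at room temperature with a 500nM (2x) first reagent, then RGS4 at 900nM (2x) plus Transcreener GDP mix added; fluorescence polarization (620/688 nm) read before and after 90 min at 30 °C.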
Numbers without * were called inactive; i = inactive; ? = inconclusive; / = no result given; & = joins results of further samples; [ ] = remark or other dose. Unless noted, calls come from the whole dose curve; as a rule, active = well fitted curve in the direction sought with a large enough effect; inconclusive = small, poorly fitted or top-dose-only effect, or another doubt; inactive = no such curve, though single readings can be large; an effect the other way counts as inactive or inconclusive.

| Structure | rTrxR1 inhibitor | LDHA inh | GRP78 ERSR act | RGS4 inhibitor |
| --- | --- | --- | --- | --- |
| C[C@@H]1O[C@@H](O[C@H]2C[C@@H](O)[C@@]3(CO)[C@H]4[C@H](O)C[C@]5(C)[C@@H](C6=CC(=O)OC6)CC[C@]5(O)[C@H]4CC[C@@]3(O)C2)[C@@H](O)[C@H](O)[C@H]1O | / | / | -8% | / |
| CN1C(=O)CC(=O)N(c2ccccc2)c2cc(Cl)ccc21 | / | / | -2% | / |
| CC(C)=CCCC1(C)C=Cc2c(O)c3c(c(CC=C(C)C)c2O1)OC12C(CC4CC1C(C)(C)OC2(C/C=C(/C)C(=O)O)C4O)C3=O (stereo not drawn) | / | / | ? | / |
| C[C@@H]1C[C@H]2CC[C@H](O2)[C@H](C)C(=O)O[C@@H](C)C[C@@H]2CC[C@@H](O2)[C@@H](C)C(=O)O[C@H](C)C[C@H]2CC[C@H](O2)[C@H](C)C(=O)O[C@@H](C)C[C@@H]2CC[C@@H](O2)[C@@H](C)C(=O)O1 | / | / | -5% | / |
| COC(=O)[C@@]1(O)C[C@@H]2O[C@@]1(C)n1c3ccccc3c3c4c(c5c6ccccc6n2c5c31)C(=O)NC4 | / | / | 3% | / |
| C[C@@]12CCC(OS(=O)(=O)O)C[C@@H]1CCC1C2CC[C@]2(C)C(=O)CCC12 (stereo partly drawn) | / | / | -3% | / |
| COP(=S)(OC)Oc1ccc(S(N)(=O)=O)cc1 | / | / | -2% | / |
| O=C(Nc1ccccc1)c1ccccc1I | / | / | 6% | / |
| CC[C@H](OC(C)=O)C(C[C@H](C)NC)(c1ccccc1)c1ccccc1 | / | / | -6% | / |
| CN1CCCCC1Cn1cc(C(=O)c2cc([N+](=O)[O-])ccc2I)c2ccccc21 (stereo not drawn) | / | / | -2% | / |
| C=CCN1CC[C@]23c4c5ccc(O)c4O[C@@H]2C(=O)CC[C@]3(O)[C@H]1C5 | / | / | -5%&-5% | i |
| CCC(Oc1ccc(Cl)cc1)C(=O)OC1CC2CCC(C1)N2C (stereo not drawn) | / | / | -4% | ? |
| C=CCN1CC[C@@]23c4c5ccc(O)c4O[C@H]2/C(=N\N=C2/CC[C@@]4(O)[C@H]6Cc7ccc(O)c8c7[C@@]4(CCN6CC=C)[C@@H]2O8)CC[C@]3(O)[C@@H]1C5 | / | / | -5% | -37%[56.9 µM] |
| CC[C@@H]1/C=C/C=C/C[C@H](C)[C@@H](O)[C@](C)(O)C(=O)[C@H](C)[C@@H](O)[C@H](C)C(=O)[C@H](C)[C@@H](O)[C@H](C)/C=C/C(=O)O[C@H]2[C@@H](C)[C@@H](CC1)O[C@@]1(CC[C@@H](C)[C@@H](C[C@H](C)O)O1)[C@@H]2C | / | / | 0% | ? |
| NC(N)=NCCCCCCCCCCN=C(N)N | / | / | -1%&1% | i |
| CC1OC(=O)C(C(C)C)NC(=O)C(C(C)C)OC(=O)C(C(C)C)NC(=O)C(C)OC(=O)C(C(C)C)NC(=O)C(C(C)C)OC(=O)C(C(C)C)NC(=O)C(C)OC(=O)C(C(C)C)NC(=O)C(C(C)C)OC(=O)C(C(C)C)NC1=O (stereo not drawn) | / | / | -3%&-6% | 470%[activator][56.9 µM] |
| Clc1ccc(C2CC3CCC2N3)cn1 (stereo not drawn) | / | / | -7%&-3%&-5% | ? |
| CCNC(=O)[C@@H]1O[C@@H](n2cnc3c(N)ncnc32)[C@H](O)[C@H]1O | / | / | -3% | / |
| CCCN1C[C@H](C)N([C@H](c2ccc(C(=O)N(CC)CC)cc2)c2cccc(OC)c2)C[C@H]1C | / | / | 13%&-3% | -68%[56.9 µM] |
| CC1=C(O)C(=O)[C@@H]2O[C@@H]2C1=O | / | / | -3% | / |
| NC[C@H](CS(=O)(=O)O)c1ccc(Cl)cc1 | / | / | -5% | i |
| NCC(CS(=O)(=O)O)c1ccc(Cl)cc1 (stereo not drawn) | / | / | -3% | -10%[56.9 µM] |
| Clc1ccc(C2=CCC[C@H]3CC[C@@H]2N3)cn1 | / | / | -5% | i |
| NC(=O)CNC(=O)[C@H](Cc1ccccc1)NC(=O)[C@H](CCCN=C(N)N)NC(=O)[C@@H](N)Cc1ccc(O)cc1 | / | / | 1% | ? |
| COc1cc2c(cc1OC)-c1c(OC)c(OC)c(C=O)c3c1[C@H](C2)N(C)CC3 | / | / | -5% | i |
| CN[C@@H]1C[C@@]2(C)O[C@@H]([C@@H]1OC)n1c3ccccc3c3c4c(c5c6ccccc6n2c5c31)C(=O)NC4 | / | / | -11% | ? |
| c1ccc(C2CNCc3ccccc32)cc1 (stereo not drawn) | / | / | -6% | 70%[activator][56.9 µM] |
| NP(N)(=O)NC(=O)c1ccc(F)cc1 | / | / | -2% | -93%[56.9 µM] |
| C=CCN1CCC2(C)c3cc(O)ccc3C[C@H]1[C@H]2C | / | / | -3% | i |
| N[C@H](Cc1ccc(O)cc1)C(=O)O | / | / | -3%&-3% | ? |
| Cc1cc(C)cc(C(=O)OC2C[C@H]3CC[C@@H](C2)N3C)c1 (stereo partly drawn) | / | / | -3% | i |
| CN(C(=O)Cc1ccc(Cl)c(Cl)c1)C(CN1CCCC1)c1cccc(N=C=S)c1 (stereo not drawn) | / | / | -12% | 440%[activator][56.9 µM] |
| CCCCC/C=C\C/C=C\C/C=C\C=C\[C@H](CCCC(=O)O)OO | / | / | -3% | ? |
| CCOC(OCC)P(=O)(O)CCCN | / | / | -5%&-2% | -40%[56.9 µM] |
| NC[C@H](CC(=O)O)c1ccc(Cl)cc1 | / | / | 0% | / |
| O[C@@H]1CCCN2C[C@@H](O)[C@@H](O)C12 (stereo partly drawn) | / | / | -3% | 110%[activator][56.9 µM] |
| COc1cc(N)c(Cl)cc1C(=O)N[C@@H]1CN2CCC1CC2 | / | / | -1% | i |
| CC(=O)[C@H]1CC[C@H]2C3CC[C@H]4C[C@H](O)CC[C@]4(C)C3CC[C@]12C (stereo partly drawn) | / | / | -3% | ? |
| CCCCCCCCCCCCCCCC(=O)OC[C@H](COP(=O)([O-])OCC[N+](C)(C)C)OC(C)=O | / | / | -1% | ? |
| c1cncc([C@@H]2CCCCN2)c1 | / | / | -4%&-4% | -188%[56.9 µM] |
| Cc1ccc2cc3c(ccc4ccccc43)c3c2c1CC3 | / | / | 8% | -110%[56.9 µM] |
| C[C@H]1O[C@@H](O[C@H]2[C@@H](O)C[C@H](O[C@H]3[C@@H](O)C[C@H](O[C@H]4CC[C@]5(C)C6CC[C@]7(C)[C@@H](C8=CC(=O)OC8)CC[C@]7(O)C6CC[C@@H]5C4)O[C@@H]3C)O[C@@H]2C)C[C@H](O)[C@@H]1O (stereo partly drawn) | / | / | -8% | i |
| O[C@@H]1[C@H](O)[C@H]2[C@@H](O)CCN2C[C@@H]1O | / | / | 1% | 473%[activator][56.9 µM] |
| C[C@]12N[C@@H](Cc3ccccc31)c1ccccc12 | / | / | -2%&2%&-5%&-3% | / |
| C/C=C1/CN2CC[C@]34C(=C(C=O)[C@H]1C[C@@H]23)Nc1ccccc14 | / | / | -4%&-3% | i |
| CCN1C[C@]2(COC)CC[C@H](OC)[C@@]34C5C[C@@H]6[C@@H](OC)C[C@@]7(OCO[C@@]7([C@@H](O)C23)[C@@H]14)C5[C@H]6OC (stereo partly drawn) | / | / | -1% | ? |
| C=C[C@H]1CN2CC[C@H]1C[C@H]2c1[nH]c2ccccc2c1CCO | / | / | ? | i |
| C/C=C1/C[N@@+]2(C)CC[C@]34C(=C(C=O)[C@H]1C[C@H]32)Nc1ccccc14 | / | / | -2% | ? |
| O[C@@H](Cc1ccncc1)C(Cl)(Cl)Cl | / | / | -4% | i |
| C=CCN1CCC23c4c5ccc(O)c4OC2/C(=N/N=C2\CCC4(O)C6Cc7ccc(O)c8c7C4(CCN6CC=C)C2O8)CCC3(O)C1C5 (stereo not drawn) | / | / | -2% | / |

Continuation:
| Structure | rTrxR1 inhibitor | LDHA inh | GRP78 ERSR act | RGS4 inhibitor |
| --- | --- | --- | --- | --- |
| CCCCCCCCCCCCCC(=O)O[C@@H]1[C@@H](C)[C@@]2(O)[C@H](C=C(CO)C[C@]3(O)C(=O)C(C)=C[C@@H]23)[C@@H]2C(C)(C)C12OC(C)=O (stereo partly drawn) | / | / | 9% | / |
| CCCCC/C=C\C=C\[C@H](CCCCCCCC(=O)O)OO | / | / | -5% | ? |
| CC[N+](CC)(CCCNC1=CC(=O)C(NCCC[N+](CC)(CC)Cc2ccccc2)=CC1=O)Cc1ccccc1 | / | / | -1%&-3% | i |
| CC(=O)N1CC[N+](C)(C)CC1 | / | / | -4%&-4% | ? |
| N#CC(C#N)=Cc1ccc([N+](=O)[O-])c(O)c1 | ? | / | -2%&-3%&2% | / |
| C/C(=C\c1c[nH]c2ccccc12)[N+](=O)[O-] | / | 0 | / | / |
| CCOC(=O)C1=C(N)OC(C)=C(C(=O)OCc2ccccc2)C12C(=O)Nc1ccccc12 (stereo not drawn) | / | 6 | / | / |
| O=[N+]([O-])c1ccc(NCCNS(=O)(=O)c2ccccc2)c2ncccc12 | / | 7 | / | / |
| Cc1cc(OS(C)(=O)=O)c2c3c(c(=O)oc2c1)CCCC3 | / | 16 | / | / |
| CC(NCCc1ccccc1)c1ccccc1 (stereo not drawn) | / | -3 | / | / |
| C#CCOc1cccc(C2SCC(=O)Nc3c2c(C)nn3-c2ncnc3nc[nH]c23)c1 (stereo not drawn) | / | 7 | / | / |
| Cc1cccc2[nH]cc(CCN)c12 | / | 3 | / | / |
| CC(C)(C)C(=O)NC(Sc1nccc(SC(NC(=O)C(C)(C)C)C(Cl)(Cl)Cl)n1)=C(Cl)Cl (stereo not drawn) | / | 19 | / | / |
| O=C1CC(C(=O)O)CN1 (stereo not drawn) | / | 0 | / | / |
| N#C/C(=C\c1ccccc1)C(=O)Nc1ccc(Br)cc1C(=O)c1ccccc1 | / | -2 | / | / |
| C[N+](C)(C)CC1CCC1 | / | 1 | / | / |
| O=C1CC(CO)CN1 (stereo not drawn) | / | 0 | / | / |
| ClCCN1CCOCC1 | / | -1 | / | / |
| N#Cc1c(N)nc2c(c1-c1ccc(OCc3ccccc3F)cc1)c(=O)nc1sccn12 | / | -1 | / | / |
| COc1cc(C2SCC(=O)Nc3[nH]ncc32)ccc1OC(C)C (stereo not drawn) | / | 2 | / | / |

2 compounds drawn at random from the list so far, as already listed:
| Structure | rTrxR1 inhibitor | LDHA inh | GRP78 ERSR act | RGS4 inhibitor |
| --- | --- | --- | --- | --- |
| COc1cc(C2SCC(=O)Nc3[nH]ncc32)ccc1OC(C)C (stereo not drawn) | / | 2 | / | / |
| O=C1CC(CO)CN1 (stereo not drawn) | / | 0 | / | / |

Further results
| Structure | rTrxR1 inhibitor | LDHA inh | GRP78 ERSR act | RGS4 inhibitor |
| --- | --- | --- | --- | --- |
| O=S(=O)(F)CCSc1nnc2sc3ccccc3n12 | / | 8 | / | / |
| CCOc1ccccc1CN1CCN(c2ccccc2)CC1 | / | 5 | / | / |
| Cc1cccc(CCN)c1 | / | 7 | / | / |
| CCc1ccc(CNCCc2ccc(OC)cc2)cc1 | / | -4 | / | / |
| COc1ccc(CCNCc2cccc(F)c2)cc1 | / | -15 | / | / |
| O/N=C1\C(=C\c2ccccc2)N2CCC1CC2 | / | 14 | / | / |
| C[C@H]1COc2cccc(N3CCN(C)CC3)c2S(=O)(=O)N1 | / | -2 | / | / |
| CCOC(=O)[C@]12Cc3cc(OC)ccc3[C@H]1N(CCC(=O)OC)C(=O)c1cc(OC)ccc12 | / | -1 | / | / |
| CC(C)C[C@H]1COc2cccc(N3CCN(C)CC3)c2S(=O)(=O)N1 | / | 3 | / | / |
| Cc1ccc(/C=C/c2nc3ccccc3c(=O)n2-c2ccccc2)s1 | / | 12 | / | / |
| COc1cc(/C=C(\C)[N+](=O)[O-])cc(Br)c1O | / | 19 | / | / |
| CCn1cc(C(=O)Cn2c(C)nc3ccccc32)c2ccccc21 | / | 3 | / | / |
| Cc1nc2cc(OC(=O)N(C)Cc3cccc(-c4ccncc4)c3)ccc2s1 | / | -1 | / | / |
| Cc1oc2cc(OC(=O)N(C)C)ccc2c(=O)c1-c1ccc(Br)cc1 | / | -1 | / | / |

Assay outcomes: PubChem BioAssay, National Center for Advancing Translational Sciences (NCATS)

Not all compounds are listed, so the mix of outcomes need not match the whole.
